Glioma ERSR ind: qHTS for Inducers of the Endoplasmic Reticulum Stress Response (ERSR) in Human Glioma: qHTS. U87-MG GRP78 promoter luciferase reporter, 16 h. Potency, µM, without a hit: top-dose activation, most hits filed as activators. hit rate 0.02% among 420,000; note: potency is the fitted concentration of half-maximal effect; series mostly up to about 76 µM; % of control where 0% means no effect; nearly all actives have a fitted effect of over 35% in size
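Stably transfected U87-MG human glioma cells carrying a GRP78-based luminescent sensor were seeded at 1000 cells/well, pin-dosed with compounds and incubated 16 h. Luciferase reagent was then added, and end-point luminescence was read after 10 min at room temperature.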
LDHA inh: qHTS assay for inhibitors of human lactate dehydrogenase; L-lactate dehydrogenase A chain (Homo sapiens), P00338; purified LDHA, NADH/diaphorase-resazurin fluorescence; active compounds read low; activity change, % (values are at about 110 or 230 µM); hit rate 0.15% among 480,000; in the data active = activity change below about -30%; inconclusive = mostly about -25% to -30%;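 note: plate controls were DMSO wells for no effect and wells without enzyme for full effect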
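LDH5 2 nM; NADH 0.06 mM, pyruvate 0.2 mM; 200 mM Tris pH 7.4, EDTA, Tween-20; 5 min RT. Detection: diaphorase 0.133 mg/mL + resazurin 37 µM, fluorescence ex540/em590 at 0 and 20 min; normalized to enzyme-free and DMSO wells.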
RXFP1 ag: qHTS Assay for Agonists of the Relaxin Receptor RXFP1 | Relaxin receptor 1 (Homo sapiens), Q9HBX9 | HEK293T-RXFP1 cAMP TR-FRET, 30 min; response scale: percent of porcine relaxin response, buffer zero | Potency, µM (titrated, usually from 57.5 µM), without a hit: at the top dose activation, most hits filed as activators | hit rate 0.3% among 370,000; note: potency is the fitted concentration of half-maximal effect; % is set by controls: 0 for no effect and ±100 for the full control effect; nearly all actives have a fitted effect of over 60% in size; many of its hits are not listed in these tables
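cAMP rise read by TR-FRET after 30 min, 37C compound exposure (up to 58 uM) in RXFP1-transfected HEK293 cells with Ro 20174 present. EC50 from Hill-equation fits, with 29 nM porcine relaxin as 100% and buffer as basal.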
D1 ag: Allosteric Agonists of the Human D1 Dopamine Receptor: qHTS. D(1A) dopamine receptor (Homo sapiens), P21728. HEK293 T-REx D1 cells, calcium flux, agonist mode. activation, % at 2 µM. hit rate 1% among 360,000. AID 504660, 2011; in the data active = activation above about 30%; note: 0% is about no effect
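Agonism was scored from calcium flux recorded over 180 s (1 read/s) after pintool compound addition, following a 10-cycle baseline. Cells were inducible force-coupled HEK293 TREx D1, plated overnight at 30 C and loaded with no-wash calcium dye.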
D2 potentiator: HTS Assay for Positive Allosteric Modulators of the Human D2 Dopamine Receptor: Primary Screen for Potentiators | potentiation, % at 10 µM | hit rate 0.34% among 340,000 | HEK293 T-REx D2, calcium flux, EC20 dopamine potentiation | D(2) dopamine receptor (Homo sapiens), P14416;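 active = potentiation over 3 SD above the plate norm, cut at about 30% in these data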; note: 0% is about no effect
Target sequence (P14416 whole entry, looked up): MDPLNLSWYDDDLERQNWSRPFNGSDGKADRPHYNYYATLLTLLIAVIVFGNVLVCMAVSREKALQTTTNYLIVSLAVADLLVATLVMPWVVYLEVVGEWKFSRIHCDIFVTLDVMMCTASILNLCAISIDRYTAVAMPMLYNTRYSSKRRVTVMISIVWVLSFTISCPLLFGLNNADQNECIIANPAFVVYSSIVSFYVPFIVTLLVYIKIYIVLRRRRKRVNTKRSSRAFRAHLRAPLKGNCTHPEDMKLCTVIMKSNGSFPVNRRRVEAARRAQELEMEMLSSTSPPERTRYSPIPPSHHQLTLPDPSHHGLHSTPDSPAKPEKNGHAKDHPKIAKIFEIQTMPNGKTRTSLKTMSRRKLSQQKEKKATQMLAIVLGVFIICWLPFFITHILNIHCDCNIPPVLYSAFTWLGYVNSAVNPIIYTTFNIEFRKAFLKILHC
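Tetracycline-induced Hek293 Trex D2 cells, force-coupled to calcium, loaded with no-wash calcium dye. Compound added with 180 s kinetic read for agonism, then EC20 dopamine and a further 180 s read for potentiation.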
Vif-A3G inh: qHTS for Inhibitors of Vif-A3G Interactions: qHTS; Potency, µM (titrated, usually from 46.1 µM), for inactives: at the top dose activity, negative = active, actives largely listed as inhibitors; hit rate 0.076% among 410,000; HeLa A3G-eYFP + Vif (tagged APOBEC3G with the HIV-1 protein that degrades it), YFP fluorescence, overnight;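 note: potency is the fitted concentration of half-maximal effect; % is set by controls: 0 for no effect and ±100 for the full control effect; nearly all actives have a fitted effect of over 60% in size; hits raise eYFP signal because A3G escapes Vif-driven loss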
Target sequence (Q9HC16 whole entry, looked up): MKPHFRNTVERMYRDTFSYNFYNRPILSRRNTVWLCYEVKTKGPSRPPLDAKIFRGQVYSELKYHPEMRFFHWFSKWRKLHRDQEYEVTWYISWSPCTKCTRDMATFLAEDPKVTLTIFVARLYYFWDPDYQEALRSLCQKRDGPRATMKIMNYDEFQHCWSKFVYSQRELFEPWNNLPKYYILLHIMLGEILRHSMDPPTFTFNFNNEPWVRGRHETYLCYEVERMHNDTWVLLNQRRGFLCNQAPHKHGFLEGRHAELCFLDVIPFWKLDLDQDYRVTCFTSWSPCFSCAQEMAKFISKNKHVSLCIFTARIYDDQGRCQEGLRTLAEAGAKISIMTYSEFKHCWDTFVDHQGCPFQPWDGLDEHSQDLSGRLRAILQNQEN
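HeLa cells stably expressing Vif and C-terminally eYFP-tagged A3G, seeded overnight at 37 deg C, then exposed to compound by pintool overnight at 37 deg C. Rise in yellow fluorescence (Ex 488/Em 500-530, Acumen) marks blocked Vif-driven A3G degradation.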
Vif-A3F inh: qHTS for Inhibitors of Vif-A3F Interactions: qHTS. HeLa A3F-eYFP + Vif (tagged APOBEC3F with the HIV-1 protein that degrades it), YFP fluorescence increase. Potency, µM (doses to about 46.1 µM), for inactives: at the top dose activity, negative = active. AID 602313, 2012. hit rate 0.2% among 390,000; note: potency is the fitted concentration of half-maximal effect; % of control where 0% means no effect; nearly all actives have a fitted effect of over 65% in size
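HeLa cells stably expressing A3F-eYFP plus Vif, plated and incubated overnight at 37 deg C, then exposed to compounds overnight at 37 deg C. Blocked degradation read as raised yellow fluorescence (Ex 488/Em 500-530).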
D1 antagonist: Antagonist of Human D 1 Dopamine Receptor: qHTS; hit rate 3.2% among 360,000; AID 504652, 2011; HEK293 TREx D1 cells, calcium flux, dopamine EC80; active compounds read low; D(1A) dopamine receptor (Homo sapiens), P21728; activity change, negative = inhibition, % at 10 µM; in the data active = activity change below about -30%; note: % is set by controls: 0 for no effect and ±100 for the full control effect
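Calcium flux readout: force-coupled, inducible Hek293 Trex D1 line, cells induced overnight at 30 C with tetracycline, dye-loaded 30–90 min at RT. Antagonism scored against EC80 dopamine challenge given 180 s after compound.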
D1 potentiator: Potentiators of Human D1 Dopamine Receptor: qHTS. hit rate 0.036% among 360,000. HEK293 TREx D1 cells, calcium flux, dopamine EC20 potentiation. potentiation, % at 10 µM; in the data active = potentiation above about 30%; note: 0% is about no effect
* = called active by the depositor. Unless noted, calls come from the whole dose curve; as a rule, active = well fitted curve in the direction sought with a large enough effect; inconclusive = small, poorly fitted or top-dose-only effect, or another doubt; inactive = no such curve, though single readings can be large; an effect the other way counts as inactive or inconclusive. Not all compounds are listed; count on the stated rates, not on these rows.

Results for CCCNC(=O)c1ccc(N2CCC3(CC2)CC(c2ccccc2)=NO3)c(NC(=O)c2cccc(C)c2)c1 ?
Glioma ERSR ind: -3%; LDHA inh: 1; RXFP1 ag: -0.6%; D1 ag: 3; D2 potentiator: 4; Vif-A3G inh: 0%; Vif-A3F inh: -7%; D1 antagonist: -12; D1 potentiator: 1

What do the screens show for `Cc1ccc(NC(=O)c2nc[nH]c2C(=O)N2CCN(c3ccccc3)CC2)cc1`?
Glioma ERSR ind: -5%; LDHA inh: 0; RXFP1 ag: -0.4%; D1 ag: -2; D2 potentiator: -15; Vif-A3G inh: -1%; Vif-A3F inh: -1%; D1 antagonist: -6; D1 potentiator: -1

Results for COc1ccccc1CNC(=O)C(=O)c1cn(CC(=O)N2CCCCC2)c2ccccc12 ?
Glioma ERSR ind: 0%; LDHA inh: 0; Vif-A3G inh: -2%; Vif-A3F inh: -2%

Results for CCOC(=O)C1(Cc2cccc(OC)c2)CCN(CC=C(C)C)CC1 ?
Glioma ERSR ind: -1%; LDHA inh: -5; RXFP1 ag: -0.8%; D1 ag: 5; D2 potentiator: -5; Vif-A3G inh: 0%; Vif-A3F inh: 1%; D1 antagonist: 5; D1 potentiator: 1

How did CSc1cccc(NS(=O)(=O)c2ccc3c(c2)NC(=O)C(C)C(=O)N3)c1 (stereo not drawn) do in these assays?
Glioma ERSR ind: 0%; LDHA inh: 3; RXFP1 ag: 1.9%; D1 ag: 3; D2 potentiator: -7; Vif-A3G inh: -6%; Vif-A3F inh: -7%; D1 antagonist: 3; D1 potentiator: -3

What do the screens show for `COc1ccccc1N1CCN(C(=O)c2cc3cc(F)ccc3[nH]2)CC1`?
Glioma ERSR ind: 6%; LDHA inh: -1; RXFP1 ag: 3.8%; D1 ag: 2; D2 potentiator: 0; Vif-A3G inh: -8%; Vif-A3F inh: -11%; D1 antagonist: 0; D1 potentiator: -2

Results for COc1cccc(NC(=O)Cn2c(=O)n(CCCC(=O)NCc3ccco3)c(=O)c3ccccc32)c1 ?
Glioma ERSR ind: -7%; LDHA inh: -9; RXFP1 ag: 0.3%; D1 ag: 4; D2 potentiator: -1; Vif-A3G inh: 1%; Vif-A3F inh: 2%; D1 antagonist: -3; D1 potentiator: 3

How did CC(C)C[C@H](NC(=O)[C@H](Cc1ccccc1)n1c(=O)[nH]c2ccccc2c1=O)C(=O)N1CCC(C(=O)O)CC1 do in these assays?
Glioma ERSR ind: 0%; LDHA inh: -18; RXFP1 ag: -0.3%; D1 ag: 1; D2 potentiator: 1; Vif-A3G inh: 1%; Vif-A3F inh: 6%; D1 antagonist: 8; D1 potentiator: -4

What do the screens show for `CCN(C(=O)c1ccco1)c1nc(-c2ccc(OC)cc2)cs1`?
Glioma ERSR ind: 3%; LDHA inh: -6; RXFP1 ag: 0.5%; D1 ag: 8; Vif-A3G inh: -10%; Vif-A3F inh: -9%; D1 antagonist: 14; D1 potentiator: 2

How did C=CCN1C2CCCC1CC(NC(=S)Nc1cccc(OC)c1)C2 (stereo not drawn) do in these assays?
Glioma ERSR ind: -3%; LDHA inh: -5; RXFP1 ag: -0.4%; D1 ag: 8; D2 potentiator: 3; Vif-A3G inh: -1%; Vif-A3F inh: -8%; D1 antagonist: 0; D1 potentiator: -7

Grouped by structure, the entries above with a furan ring, fused or not.
Results for COc1cccc(NC(=O)Cn2c(=O)n(CCCC(=O)NCc3ccco3)c(=O)c3ccccc32)c1 ?
Glioma ERSR ind: -7%; LDHA inh: -9; RXFP1 ag: 0.3%; D1 ag: 4; D2 potentiator: -1; Vif-A3G inh: 1%; Vif-A3F inh: 2%; D1 antagonist: -3; D1 potentiator: 3

What do the screens show for `CCN(C(=O)c1ccco1)c1nc(-c2ccc(OC)cc2)cs1`?
Glioma ERSR ind: 3%; LDHA inh: -6; RXFP1 ag: 0.5%; D1 ag: 8; Vif-A3G inh: -10%; Vif-A3F inh: -9%; D1 antagonist: 14; D1 potentiator: 2

Continued.
What do the screens show for `COc1cc2[nH]c(=O)n(CCCC(=O)NCCc3ccccc3)c(=O)c2cc1OC`?
Glioma ERSR ind: -1%; LDHA inh: -8; RXFP1 ag: -0.8%; D1 ag: 0; D2 potentiator: -9; Vif-A3G inh: 0%; Vif-A3F inh: 1%; D1 antagonist: 1; D1 potentiator: 3

What do the screens show for `Cc1ccc(NC(=O)CSc2ccc(C(N)=O)cc2[N+](=O)[O-])cc1C`?
Glioma ERSR ind: -1%; LDHA inh: -1; RXFP1 ag: -1.3%; D1 ag: -2; D2 potentiator: -5; Vif-A3G inh: 0%; Vif-A3F inh: -3%; D1 potentiator: 1

How did CC1=C(C(=O)N2CCOCC2)CC(CC(=O)NCCCCc2ccccc2)C(=O)N1CCCN1CCCC1=O (stereo not drawn) do in these assays?
Glioma ERSR ind: -4%; LDHA inh: -3; Vif-A3G inh: 0%; Vif-A3F inh: -1%

What do the screens show for `O=C(COC(=O)CCC1CCCC1)Nc1ccc(Cl)cc1F`?
Glioma ERSR ind: -3%; LDHA inh: 1; RXFP1 ag: 3.5%; D1 ag: 3; D2 potentiator: -1; Vif-A3G inh: -2%; Vif-A3F inh: -4%; D1 antagonist: -23; D1 potentiator: -8

Results for Cc1c(Cl)cccc1NC(=O)CC(c1cccs1)N1Cc2ccccc2C1=O (stereo not drawn) ?
Glioma ERSR ind: -2%; LDHA inh: -1; RXFP1 ag: 0.5%; D1 ag: 9; D2 potentiator: -16; Vif-A3G inh: 0%; Vif-A3F inh: 8%; D1 antagonist: 8; D1 potentiator: -1

What do the screens show for `CCCN1C(=O)/C(=C\C=C2\N(CC)c3ccccc3C2(C)C)SC1=S`?
Glioma ERSR ind: -2%; LDHA inh: 1; RXFP1 ag: -0.2%; D1 ag: 92*; D2 potentiator: -9; Vif-A3G inh: inconclusive; Vif-A3F inh: 3.5µM*; D1 antagonist: 2; D1 potentiator: -2

Results for CC(=O)N1CCc2c(sc(NC(=O)C3CCCN3S(=O)(=O)c3cccs3)c2C#N)C1 (stereo not drawn) ?
Glioma ERSR ind: -4%; LDHA inh: -8; RXFP1 ag: 2.3%; D1 ag: 3; D2 potentiator: -5; Vif-A3G inh: 0%; Vif-A3F inh: -3%; D1 antagonist: 3; D1 potentiator: -11

How did CCCCN(Cc1cc2cc(OC)ccc2[nH]c1=O)C(=O)c1ccco1 do in these assays?
Glioma ERSR ind: -1%; LDHA inh: 4; RXFP1 ag: 0.5%; D1 ag: 1; Vif-A3G inh: -4%; Vif-A3F inh: 0%; D1 antagonist: -24; D1 potentiator: -6

How did COc1ccccc1-n1c(C)c2c(OC)cccc(=O)c2c1C do in these assays?
Glioma ERSR ind: -5%; LDHA inh: -4; RXFP1 ag: -0.7%; D1 ag: 5; D2 potentiator: -2; Vif-A3G inh: -6%; Vif-A3F inh: -16%; D1 antagonist: -7; D1 potentiator: -1

Results for Cc1ccc(/C=C2/SC(=S)N(CCCC(=O)Nc3ccc(O)cc3)C2=O)cc1 ?
Glioma ERSR ind: -10%; LDHA inh: 0; RXFP1 ag: -1.0%; D1 ag: 2; D2 potentiator: 14; Vif-A3G inh: -11%; Vif-A3F inh: 5%; D1 antagonist: -12; D1 potentiator: -3

What do the screens show for `CCOc1ccc(NC(=O)C2CSC(c3ccncc3)=N2)cc1` (stereo not drawn)?
Glioma ERSR ind: 0%; LDHA inh: -6; RXFP1 ag: 1.8%; D1 ag: -3; D2 potentiator: 3; Vif-A3G inh: 2%; Vif-A3F inh: 0%; D1 antagonist: 5; D1 potentiator: -2

Results for O=C(Nc1cccc(Cl)c1)c1cc(S(=O)(=O)N2CCCCC2)c[nH]1 ?
Glioma ERSR ind: -3%; LDHA inh: -7; RXFP1 ag: 3.6%; D1 ag: 0; D2 potentiator: -3; Vif-A3G inh: 1%; Vif-A3F inh: 0%; D1 antagonist: 6; D1 potentiator: -5

Results for CC1(C)CC(=O)C=C(c2ccc(-c3ccccc3)cc2)C1 ?
Glioma ERSR ind: 3%; LDHA inh: 0; RXFP1 ag: 1.2%; D1 ag: 1; D2 potentiator: -6; Vif-A3G inh: -7%; Vif-A3F inh: -2%; D1 potentiator: -1

How did Clc1cccc(N2CCN(c3nc4ccccc4n4cnnc34)CC2)c1 do in these assays?
Glioma ERSR ind: 2%; LDHA inh: -7; RXFP1 ag: 3.2%; D1 ag: -1; D2 potentiator: -9; Vif-A3G inh: 3%; Vif-A3F inh: -4%; D1 antagonist: 3; D1 potentiator: 4

Results for COc1ccc(/C(O)=C2/C(=O)C(=O)N(CCN(C)C)C2c2ccccn2)cc1OC (stereo not drawn) ?
Glioma ERSR ind: -1%; LDHA inh: 4; RXFP1 ag: -0.2%; D1 ag: -3; D2 potentiator: -14; Vif-A3G inh: 1%; Vif-A3F inh: -5%; D1 antagonist: -8; D1 potentiator: -6

Results for O=C(NCc1ccc2c(c1)OCO2)c1nc(S(=O)(=O)Cc2ccccc2)ncc1Cl ?
Glioma ERSR ind: -19%; LDHA inh: -6; RXFP1 ag: 4.0%; D1 ag: 1; D2 potentiator: 12; Vif-A3G inh: -6%; Vif-A3F inh: 7%; D1 antagonist: -28; D1 potentiator: -5

Results for COC(=O)c1sccc1NC(=S)N1CC(C)CC(C)C1 (stereo not drawn) ?
Glioma ERSR ind: -6%; LDHA inh: 1; RXFP1 ag: 9.2%; D1 ag: 3; D2 potentiator: 6; Vif-A3G inh: -1%; Vif-A3F inh: 3%; D1 antagonist: 0; D1 potentiator: 8

Compound activity as filed in PubChem BioAssay.
